# NR3A LBD binder = binders of NR3A ligand-binding domain, primary screen, biophysical, differential scanning fluorimetry, uHTS | NR3A LBD differential scanning fluorimetry, Tm shift; 0% = protein alone, 100% = glycine-bound protein | Tm shift relative to glycine control, % at 25 µM | 340,000 compounds, 2.5% hits;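 active means melting temperature shift of at least 10% of the positive control shift, at one fixed dose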
# SENP8 block = human SENP8 protease inhibitors, primary screen, biochemical, fluorescence, Nedd8 protein substrate, uHTS; recombinant SENP8; Sentrin-specific protease 8 (Homo sapiens), Q96LD8; 360,000 compounds, 0.64% hits; AID 602440, 2012; inhibition, % at 20 µM; in the data active means inhibition mostly above about 40%, no sharp cut-off; inactive means mostly below about 27%
# Target sequence (Q96LD8 whole entry, looked up): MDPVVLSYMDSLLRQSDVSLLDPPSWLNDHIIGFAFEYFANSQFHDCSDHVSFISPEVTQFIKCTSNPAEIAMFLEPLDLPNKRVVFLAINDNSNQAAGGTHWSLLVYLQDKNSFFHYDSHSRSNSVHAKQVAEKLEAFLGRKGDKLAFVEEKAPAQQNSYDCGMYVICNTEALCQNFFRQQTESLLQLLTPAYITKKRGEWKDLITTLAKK
# SENP6 inh = SENP6 protease inhibitors, primary screen, biochemical, luminescence, uHTS | Sentrin-specific protease 6 (Homo sapiens), Q9GZR1 | AID 2599, 2010 | 330,000 compounds, 1.8% hits | Recombinant SENP6 catalytic domain, aminoluciferin luminescence | inhibition, % at 10 µM;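 active means inhibition above about 50% at the single tested dose, limit read from the data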;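 further: plate controls were DMSO wells with enzyme for no effect and DMSO wells lacking enzyme for full effect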
# Target sequence (Q9GZR1 628-1112 limits assumed): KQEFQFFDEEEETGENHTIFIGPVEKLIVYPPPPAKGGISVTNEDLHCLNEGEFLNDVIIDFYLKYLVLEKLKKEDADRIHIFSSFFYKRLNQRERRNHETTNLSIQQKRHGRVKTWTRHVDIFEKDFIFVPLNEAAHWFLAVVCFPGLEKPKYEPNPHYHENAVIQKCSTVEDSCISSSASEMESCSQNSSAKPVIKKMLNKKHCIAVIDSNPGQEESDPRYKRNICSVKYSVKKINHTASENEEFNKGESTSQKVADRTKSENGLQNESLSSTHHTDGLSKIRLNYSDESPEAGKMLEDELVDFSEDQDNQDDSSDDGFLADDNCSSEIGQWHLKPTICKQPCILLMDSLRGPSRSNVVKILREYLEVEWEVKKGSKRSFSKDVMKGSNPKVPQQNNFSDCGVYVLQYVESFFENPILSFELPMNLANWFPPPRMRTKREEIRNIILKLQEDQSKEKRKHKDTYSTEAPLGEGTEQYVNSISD
# PfG6PD inh = PfG6PD enzyme inhibitors, primary screen, biochemical, fluorescence intensity, uHTS | inhibition, % at 20 µM | PfGluPho enzyme, NADPH resazurin-diaphorase fluorescence | glucose-6-phosphate dehydrogenase-6-phosphogluconolactonase (Plasmodium falciparum 3D7) | 350,000 compounds, 0.78% hits | AID 504690, 2011;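 active means inhibition reaching at least a set limit at 20 µM in the primary screen, cut at about 59% in these data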;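 further: 0% = DMSO wells with substrate and 100% = DMSO wells lacking glucose-6-phosphate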
# SENP1 FRET inh = human SENP1 catalytic domain inhibitors, primary screen, biochemical, FRET, uHTS; Sentrin-specific protease 1 (Homo sapiens), Q9P0U3; recombinant SENP1 catalytic domain, CyPet-SUMO1-YPet FRET cleavage; inhibition, % at 10 µM; 360,000 compounds, 0.21% hits; AID 624204, 2012;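 active means inhibition at least 30% at 10 µM, raw YFP signal under a set limit, fluorescence ratio 0.5 to 1.5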;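 further: 0% = enzyme with DMSO and 100% = no enzyme wells; some results filed as inactive read as strong as hits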
#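 Test system: recombinant human SENP1 catalytic domain, His6-tagged / Medium: pH 8 Tris buffer with EDTA, NaCl, BME, BSA, NP40, catalase / Also added: SUMO1 FRET substrate flanked by Cypet and Ypet, 25 nM / Times: 50 min reaction at room temperature / Signal: FRET, CFP and YFP emission / Control set: no-enzyme low control and enzyme-plus-DMSO high control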
# hIAP activ = human IAP activators, primary screen, biochemical, luminescence, uHTS; Intestinal-type alkaline phosphatase (Homo sapiens), P09923; purified human IAP, CDP-Star luminescence, 30 min; hits give high values; 1 = vehicle-only enzyme, 0 = enzyme-free background; activation factor at 10 µM; 330,000 compounds, 0.16% hits;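 active means activation factor of the enzyme at least 2-fold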; further: the source names both 10 and 20 µM as test concentration; values of inactives mirror those of a sister screen read the other way
# MPTP block = mitochondrial permeability transition pore inhibitors, primary screen, biochemical, isolated mouse mitochondria, absorbance. Ca2+ swelling absorbance, 30 min. inhibition, % at 10 µM. 360,000 compounds, 1.4% hits;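 active means inhibition of 50% or more, scaled per plate between neutral and stimulator controls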;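 further: 0% = DMSO wells given calcium and 100% = 1 mM EGTA wells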
# ATG4B inh = ATG4B protease inhibitors, primary screen, biochemical, fluorescence, uHTS; ATG4B cleavage of LC3-PLA2, NBD-HPC fluorescence, 1 h; inhibition, % at 8.33 µM; 340,000 compounds, 0.51% hits; in the data active means inhibition above about 40%
# Target sequence (Q9Y4P1 whole entry, looked up): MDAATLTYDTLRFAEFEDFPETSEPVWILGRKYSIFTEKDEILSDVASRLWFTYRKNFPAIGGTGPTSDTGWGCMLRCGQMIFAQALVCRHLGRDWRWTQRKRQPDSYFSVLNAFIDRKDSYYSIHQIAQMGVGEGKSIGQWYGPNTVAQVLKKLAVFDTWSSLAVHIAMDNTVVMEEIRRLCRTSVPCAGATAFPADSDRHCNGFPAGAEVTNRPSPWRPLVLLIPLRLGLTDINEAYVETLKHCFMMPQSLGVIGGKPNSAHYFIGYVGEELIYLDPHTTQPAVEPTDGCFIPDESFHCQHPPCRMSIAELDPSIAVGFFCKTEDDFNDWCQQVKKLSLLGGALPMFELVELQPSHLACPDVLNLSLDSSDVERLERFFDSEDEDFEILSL
# * = called active by the depositor; x = no result given.
item	canonical_smiles	NR3A LBD binder	SENP8 block	SENP6 inh	PfG6PD inh	SENP1 FRET inh	hIAP activ	MPTP block	ATG4B inh
1	CCOc1cc(C)nc(N2CCCC(C(=O)NCc3ccccc3F)C2)n1 (stereo not given)	1	-4	-13	5	-1	0.84	-0.3	-4
2	CC1(CCc2ccccc2)NC(=O)N(CC(=O)Nc2ccc3c(c2)OCCO3)C1=O (stereo not given)	-2	-2	7	5	1	1	-1.6	-6
3	CCOc1ccc(/C=C(/NC(=O)c2ccc(Cl)cc2)C(=O)O)cc1OCC	-4	10	8	-27	2	1.2	-0.2	18
4	c1ccc(CNc2nc3ccccc3n3cnnc23)nc1	-1	-6	6	5	-2	1	0.1	-3
5	Cc1cccc(OCC(=O)Nc2ccc(N3CCN(C(=O)c4ccco4)CC3)cc2)c1	-5	19	-16	-7	3	0.91	14	-8
6	COc1ccc(/C=N/N2CCN(c3ccc(Cl)cc3)CC2)cc1	-1	23	-11	-5	3	0.94	1.1	-4
7	COc1ccc(C(=O)N2CCN=C2SC)cc1OC	3	10	-5	-19	1	0.93	-1.5	9
8	Cc1ccccc1NC(=O)c1c(-c2ccccc2)noc1C	-1	19	10	-2	1	1	-1.4	-8
9	CCc1ccc2cccc3c2c1N=CN3C	1	84*	57*	19	-7	0.98	1.1	-10
10	COc1ccc(-c2c(C)oc3c(CN4CCN(CCO)CC4)c(O)ccc3c2=O)cc1OC	-3	-418	0	-21	0	1	-1.9	-11
11	CCOc1cccc(/C(O)=C2/C(=O)C(=O)N(CCOC)C2c2ccc(C)o2)c1 (stereo not given)	-1	20	0	8	3	0.98	-0.4	1
12	O=C(Nc1ccc(NC(=O)c2cccs2)cc1)c1ccc2c(c1)OCCO2	29*	14	-18	-6	1	1	0.8	-2
13	Cc1nnc(NN2CCOCC2)[nH]c1=O	0	-2	-1	-10	1	1.1	-1.2	1
14	Cc1ccc(C)c(S(=O)(=O)N2CCN(C(=O)CSC(=S)N3CCCC3)CC2)c1	0	3	2	-7	1	1.1	-2.2	-6
15	Cc1cc(C)n2nc(C(=O)NCc3ccco3)cc2n1	-1	-334	-1	1	0	1.1	0.0	12
16	O=C(Cn1ccc2ccccc2c1=O)NCCC(=O)N1CCN(c2cccc(Cl)c2)CC1	1	-14	8	12	-1	1	0.8	-31
17	O=C(COC(=O)c1nc(Cl)ccc1Cl)NCc1ccc(Cl)cc1	-2	-20	2	1	-2	0.97	2.2	4
18	O=C(COC(=O)/C=C/c1cccc(C(F)(F)F)c1)NC(=O)NCc1ccccc1	2	11	-9	0	2	1.2	0.6	2
19	CCCc1nc2cc(CC(=O)OC)ccc2o1	1	14	-17	-1	1	1.2	-2.2	-16
20	c1ccc(-c2nc3nc4ccccc4nc3n2Cc2ccco2)cc1	-1	-446	16	17	-21	1.1	-3.7	16

# SENP6 inh: what is marked active above.
no.	Compound	NR3A LBD binder	SENP6 inh	PfG6PD inh	SENP1 FRET inh	hIAP activ	MPTP block	ATG4B inh
9	CCc1ccc2cccc3c2c1N=CN3C	1	57*	19	-7	0.98	1.1	-10

# The listing continues:
item	canonical_smiles	NR3A LBD binder	SENP8 block	SENP6 inh	PfG6PD inh	SENP1 FRET inh	hIAP activ	MPTP block	ATG4B inh
21	O=C(Cc1ccccc1)N1CCN(C(=O)c2cccs2)CC1	-1	9	4	-6	2	0.95	-0.8	-11
22	Cc1ccc2nc(SCC(=O)NCc3ccco3)c(C)cc2c1	-1	-3	-8	-22	-1	0.97	6.7	0
23	CNC(=O)CSc1nnc(C(C)C)n1C	5	6	-1	-9	2	0.96	-0.5	9
24	O=c1c2ccccc2nc(/C=C/c2ccc(O)cc2)n1CCc1ccccc1	20*	-188	-6	-2	20	1	-15	48*
25	CCOC(=O)C(C)(C)N(Cc1cccc(C)c1)S(=O)(=O)c1ccc(Cl)c([N+](=O)[O-])c1	0	8	-7	6	0	0.95	2.7	4
26	CN1CCN(C(=O)c2cc(=O)c3cc(Cl)ccc3o2)CC1	-3	19	-1	2	1	1	-0.4	-8
27	CNC(=O)c1ccsc1NC(=O)CCS(=O)(=O)c1ccccc1	1	-22	4	11	-19	1	-1.0	-7
28	CC1CCCCN1S(=O)(=O)c1ccc(NC(=O)c2ccco2)cc1 (stereo not given)	0	8	-4	10	-2	1	3.5	0
29	Nc1ccc2cc3ccccc3cc2c1	-1	-389	x	30	-20	x	5.1	4
30	Cn1c(CN2CCCC2)nc2cc(NC(=O)COc3ccc([N+](=O)[O-])cc3)ccc21	-1	-19	-13	-9	-7	1.1	1.1	7
31	CCOc1ccc(Cl)cc1/C=N/NC(=O)CNC(=O)c1ccccc1	-11	-10	11	118*	-4	1	-0.9	-7
32	CCOc1ccc(S(=O)(=O)NCCC(=O)NCCc2ccc(C(C)C)cc2)cc1	0	5	-18	7	1	0.92	-0.9	-7
33	Cc1ccc(OCC(=O)NC(=S)Nc2cccc(NC(=O)c3ccccc3)c2)cc1	6	11	-15	-16	4	1.1	4.8	4
34	COc1ccccc1C(=O)NCCC(=O)NCC(c1ccco1)N1CCCCC1 (stereo not given)	-2	4	-10	2	1	1	0.1	-3
35	COc1ccc(C(CNC(=O)Cn2[nH]c(=O)c3ccccc3c2=O)N2CCCC2)cc1 (stereo not given)	2	27	-10	-8	-1	1.2	-0.5	-6
36	COc1cc2nc(-c3cccs3)oc(=O)c2cc1OC	-2	-272	12	6	-1	0.84	0.4	-6
37	O=C(Cc1ccc([N+](=O)[O-])cc1)OCc1ccc([N+](=O)[O-])cc1	5	14	-20	-1	3	0.97	0.9	3
38	COc1cccc(C(C(=O)NCC2CCCO2)N(CC2CCCO2)C(=O)CN2C(=O)c3ccccc3S2(=O)=O)c1 (stereo not given)	4	2	-17	10	-2	0.97	0.4	-3
39	CC(=O)c1ccc(OCc2cc(C(=O)N3CCN4CCCC4C3)no2)cc1 (stereo not given)	-1	4	17	10	-9	0.9	-0.2	5
40	CC(C)c1ccccc1N=C1SCCCN1C(=O)c1cccc(N2C(=O)CCC2=O)c1	-1	8	-17	26	1	0.99	1.6	-6

# Grouped by structure, those above with an NH in an aromatic ring (2)
item	canonical_smiles	NR3A LBD binder	SENP8 block	SENP6 inh	PfG6PD inh	SENP1 FRET inh	hIAP activ	MPTP block	ATG4B inh
13	Cc1nnc(NN2CCOCC2)[nH]c1=O	0	-2	-1	-10	1	1.1	-1.2	1
35	COc1ccc(C(CNC(=O)Cn2[nH]c(=O)c3ccccc3c2=O)N2CCCC2)cc1 (stereo not given)	2	27	-10	-8	-1	1.2	-0.5	-6

# Later entries.
item	canonical_smiles	NR3A LBD binder	SENP8 block	SENP6 inh	PfG6PD inh	SENP1 FRET inh	hIAP activ	MPTP block	ATG4B inh
41	NC(=O)C1(N2CCCCC2)CCN(C(=O)c2ccc(-n3cnnn3)cc2)CC1	2	7	-2	19	-1	0.84	-1.8	-7
42	C/C=C(\C)CN1CCC(n2nccc2NC(=O)CCc2ccccc2)CC1	-1	15	-9	-4	1	1.2	-1.6	2
43	COc1ccc(CN2CCn3ncc(C(=O)Nc4cc(C)cc(C)c4)c3C2=O)cc1	-4	13	-6	-11	2	1	-0.4	-6
44	CCCCNC(=O)O[C@H]1C[C@@H]2CCN3C(=O)CCC(C)(C)[C@H](C1)[C@H]23	-1	14	3	-13	-1	0.89	0.9	1
45	Cc1ccc(NC(=O)COC(=O)c2ccc(Cl)nc2)cc1S(=O)(=O)N1CCCCC1	-7	-9	-4	-3	-1	1	0.6	-16
46	CCOc1cc(C)ccc1OCc1nnc(SCC(=O)c2cccc([N+](=O)[O-])c2)n1C	-9	14	-15	28	2	1.1	2.7	-8
47	CC(=O)Nc1ccc(NC(=O)COC(=O)c2ccc(S(=O)(=O)NCc3ccco3)cc2)cc1	2	-2	10	-10	2	1.3	-1.0	3
48	CC(=O)NC(c1ccc(C)cc1)c1cc(Cl)c2cccnc2c1O (stereo not given)	-5	16	-2	-10	0	1.5	0.9	7
49	O=c1ccn(Cc2ccccc2)c(=O)n1Cc1ccccc1	3	18	2	-1	1	0.97	-2.4	-2
50	COCCNC(=O)C1CC2Cn3c(nc4cc(Cl)c(Cl)cc43)C2N1C (stereo not given)	-2	-11	1	-10	1	1	-1.0	-2
51	Cc1noc(C)c1S(=O)(=O)Nc1ccc2c(c1)C(=O)N([C@@H](C)CO)C[C@H](C)[C@@H](CN(C)Cc1ccc(C(F)(F)F)cc1)OCCCC[C@H](C)O2	x	6	x	33	-2	x	0.9	x
52	C=CCOc1ccc2nc(NC(=O)OC)[nH]c2c1	-2	9	1	-6	0	1	-0.5	-8
53	O=C(O)c1[nH]c2ccc(Cl)cc2c1CC(=O)N1CCN(C(=O)c2ccco2)CC1	-2	6	-3	-17	-2	1	-2.4	11
54	COc1cc2c(cc1NC(=O)Nc1ccc(C)cc1)oc1ccccc12	29*	-182	-13	2	2	0.88	25	12
55	Cc1nnsc1C(=O)NC1CCCc2c1cnn2-c1cc(F)cc(F)c1 (stereo not given)	4	-3	-2	-6	2	1	-0.3	2
56	O=C(COC(=O)c1cc(S(=O)(=O)N2CCOCC2)ccc1Cl)NCc1ccccc1	2	14	-2	3	1	0.96	-2.0	-9
57	CC(=O)Oc1ccc2cc(-c3cccnc3)c(=O)oc2c1	0	-487	x	9	-35	x	1.6	-3
58	Cc1oc(C(=O)O)cc1CSCc1ccoc1C(=O)O	2	17	10	14	0	1	-3.3	7
59	O=C(Cc1ccc(-n2c(=O)c3sccc3n(Cc3ccc(F)cc3)c2=O)cc1)NCc1ccco1	3	12	3	14	1	1	-0.5	-4
60	O=S(=O)(c1ccc(Cl)cc1)N1CCCc2ccccc21	4	11	-37	47	-2	0.81	0.0	6
61	O=C(Nc1cccc(C(=O)N2CCN(c3ccccc3)CC2)c1)c1ccco1	0	7	-16	-7	0	1.2	0.2	5
62	Cc1cc2c(=O)n(NC(N)=O)c(C)nc2s1	0	11	-5	-15	4	1.1	-1.4	-6
63	COc1cc(NC(=O)c2[nH]cnc2C(N)=O)cc(C(=O)Nc2cccc(C(F)(F)F)c2)c1	15*	5	-13	-42	0	1.9	0.0	-11
64	O=C(NCC1c2ccccc2CCN1C(=O)CN1C(=O)c2ccccc2C1=O)C1CCCCC1 (stereo not given)	0	23	-14	-8	0	1.1	-0.3	-2
65	CC1CCCCC1NC(=O)CCCn1c(=S)[nH]c2ccccc2c1=O (stereo not given)	-1	22	-13	-7	2	1.2	0.6	5
66	Cc1ncc([N+](=O)[O-])n1CC(=O)Nc1cccc(C(F)(F)F)c1	-1	11	-2	-8	0	0.85	0.7	7
67	CCOC(=O)C1=C2NC(=O)c3ccccc3N2C(=O)C1	1	-22	-5	-1	-56	1.2	2.2	-7
68	CC(NC(=O)CCc1nnc(C2(c3ccc(Cl)cc3)CCC2)o1)C1CC1 (stereo not given)	0	10	0	6	-1	1.1	1.0	-15
69	COc1ccc(C)cc1NC(=O)NC1CCN(Cc2ccccc2)CC1	4	21	-14	4	2	0.95	-1.4	2
70	O=C(NCCNc1ccc([N+](=O)[O-])cc1C(F)(F)F)c1ccccc1	-8	12	-5	2	-1	0.75	2.6	-3
71	COc1ccc(/C=C2\SC(=S)N(CCC(=O)NCCCN3CCOCC3)C2=O)cc1	0	17	2	-17	-33	0.99	0.6	-4
72	CCOC(=O)c1cc2c(=O)n3ccccc3nc2n(C(C)C)c1=NC(=O)c1c(-c2c(F)cccc2Cl)noc1C	-33	-401	-2	8	-26	0.91	1.7	-9
73	CCOC(=O)N1CCN(C(=O)c2ccc3oc(CCc4ccccc4)nc3c2)CC1	x	26	x	-1	3	x	0.5	x

# Screens from PubChem BioAssay.

# Not a hit list. Share with any hit: about 6.7%.
